KKLEB cytotox: CF airway cell cytotoxicity counter-screen. AID 602141. KKLEB CF airway cells viability, ATPlite luminescence, overnight; stronger effect = lower value; cells stimulated with P. aeruginosa culture filtrate. activity change (cytotoxicity), % at 5 µM. 0.36% of 360,000 active;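 active = corrected activity change at or below -50% at 5 µM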
TWEAK-Fn14 inh: TWEAK-Fn14 signaling inhibition; TWEAK-stimulated Fn14 reporter cells, luciferase luminescence, 8 h; inhibition, % at 10 µM; 2% of 360,000 active; in the data active = inhibition above about 50%
TROY NFkB inh: TROY signaling inhibition | Q293 LMP1-TROYcd NF-kB luciferase reporter, 4 h | inhibition, % at 10 µM | 0.98% of 360,000 active;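 active = compounds whose plate-normalised and pattern-corrected inhibition of the luciferase reporter signal at the single screening dose is 50% or more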
NCOA1 inh: human NCOA1 inhibition; Q15788; HEK293 GAL4-SRC1 luciferase reporter, luminescence; inhibition, % at 3.6 µM; 0.12% of 360,000 active; AID 588354;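 active = inhibition above the campaign mean plus 3 SD, with each screening campaign given its own cutoff, cut at about 60% in these data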;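 note: 0% = DMSO treated cells and 100% = gossypol at 36 µM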
TRAIL sens C8: sensitizes caspase-8 expressing cells to TRAIL | inhibition (viability loss, TRAIL sensitization), % at 10 µM | NB7+C8 cells + TRAIL, ATPlite viability luminescence | 1% of 360,000 active | AID 624354;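 active = compounds causing at least 50% loss of cell viability in the single-dose screen, relative to plate controls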
NCOA3 inh: inhibits human SRC3 coactivator | Q9Y6Q9 | HEK293 GAL4-SRC3 luciferase reporter, luminescence | AID 588352 | inhibition, % at 3.6 µM | 0.17% of 360,000 active;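 active = inhibition above a per-campaign cutoff, the mean of all compounds plus 3 SD, cut at about 60% in these data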;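 note: 0% = DMSO-treated cells and 100% = gossypol-treated cells at 36 µM; higher means less SRC3-driven luciferase light from the GAL4 reporter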
COUP-TFII inh: inhibitors of human COUP-TFII (NR2F2); P24468; HEK293T NGFI-A luciferase reporter, luminescence; AID 686940; inhibition, % at 8.6 µM; 0.7% of 370,000 active;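 active = inhibition above a per-plate cutoff, mean inhibition of test wells between control levels plus 3 SD, cut at about 38% in these data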;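 note: cells cotransfected with COUP-TFII expression vector driving the NGFI-A reporter; 0% = median of COUP-TF2 test wells and 100% = reporter-only cells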
Target sequence (P24468 whole entry, looked up): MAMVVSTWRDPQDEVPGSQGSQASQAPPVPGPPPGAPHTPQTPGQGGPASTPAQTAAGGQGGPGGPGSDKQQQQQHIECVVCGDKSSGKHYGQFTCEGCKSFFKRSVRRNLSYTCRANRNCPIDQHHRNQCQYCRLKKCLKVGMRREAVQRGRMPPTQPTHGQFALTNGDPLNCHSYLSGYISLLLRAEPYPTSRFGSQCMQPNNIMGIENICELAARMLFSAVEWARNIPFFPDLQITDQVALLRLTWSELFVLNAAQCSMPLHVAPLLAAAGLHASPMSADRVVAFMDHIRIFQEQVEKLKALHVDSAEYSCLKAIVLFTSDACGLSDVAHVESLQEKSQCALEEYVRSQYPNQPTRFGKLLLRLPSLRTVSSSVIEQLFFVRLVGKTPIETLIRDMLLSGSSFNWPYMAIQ
EBV LMP1 NFkB: inhibitors of Epstein-Barr LMP1-induced NF-kappaB reporter; LMP1-induced NF-kappaB luciferase reporter cells, luminescence; 0.69% of 350,000 active; AID 504558; inhibition, % at 12.5 µM; in the data active = inhibition above about 41%; inconclusive = no clear call, values can overlap the other calls;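 note: 0% = neutral control wells and 100% = reference inhibitor control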
CF NFkB inh: inhibitors of cystic fibrosis induced NF-kB | inhibition, % at 5 µM | KKLEB NF-kB-GFP reporter, PAF-induced, GFP fluorescence overnight | 0.86% of 360,000 active;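 active = at least 50% inhibition at 5 µM, scaled per plate between neutral and stimulator controls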;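 note: PAF is a Pseudomonas aeruginosa culture filtrate used as stimulus; plate controls were PAF-stimulated DMSO wells for no effect and unstimulated DMSO wells for full effect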
LRH-1 inv ag: suppresses constitutive activity of human LRH-1; O00482; HEK293T StAR-luciferase reporter, LRH-1 transfected, 24 h; inhibition, % at 3.6 µM; 0.13% of 360,000 active; AID 602396;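 active = inhibition above the mean inhibition of all tested compounds plus 3 SD, cut at about 73% in these data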;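 note: 0% = DMSO wells and 100% = reporter-only cells lacking LRH-1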
Target sequence (O00482 whole entry, looked up): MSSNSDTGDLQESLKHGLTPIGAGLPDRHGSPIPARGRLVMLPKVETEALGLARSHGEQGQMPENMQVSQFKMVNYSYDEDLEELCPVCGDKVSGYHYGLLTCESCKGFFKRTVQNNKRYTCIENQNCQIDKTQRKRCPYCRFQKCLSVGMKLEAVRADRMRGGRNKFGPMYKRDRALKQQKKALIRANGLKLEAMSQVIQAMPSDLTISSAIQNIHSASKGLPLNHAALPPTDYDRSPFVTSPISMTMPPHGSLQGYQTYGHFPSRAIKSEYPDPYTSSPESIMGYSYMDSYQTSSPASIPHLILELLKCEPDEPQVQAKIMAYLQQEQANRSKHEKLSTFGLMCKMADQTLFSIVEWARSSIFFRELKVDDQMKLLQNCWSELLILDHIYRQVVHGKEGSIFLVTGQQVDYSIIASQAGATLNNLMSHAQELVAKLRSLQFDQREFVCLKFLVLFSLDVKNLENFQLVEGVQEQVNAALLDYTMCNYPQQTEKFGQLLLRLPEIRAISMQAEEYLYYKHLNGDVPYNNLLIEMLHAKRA
Shn3 inh set2: reduces Shn3 3'UTR luciferase signal in osteoblasts; Clone20 osteoblast Shn3 3'UTR firefly luciferase, 24 h; inhibition, % at 12.5 µM; 0.52% of 360,000 active;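 active = mean inhibition of at least 75% with every replicate also reaching 75%; inconclusive = mean inhibition at least 75% but some replicate below; inactive = mean inhibition below 75%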;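 note: 0% = median of neutral control wells and 100% = pilot-screen positive control compound; some compounds past the cut are filed as inactive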
Starred values were filed as active, the others as inactive; u = inconclusive; x = not tested or not shown. A portion of the library. The share of hits here may be higher or lower than overall.

Preview (5 entries):
1) O=S(=O)(Cc1ccccc1)N=Nc1c(O)[nH]c2ccc(Br)cc12
2) Cc1ccc(C(=O)OCC(=O)Nc2ncc(C(F)(F)F)cc2Cl)cc1NC(=O)c1ccco1
3) Cc1ccc(N(CC(=O)Nc2ccc(F)cc2)S(=O)(=O)N2CCCC2)cc1
4) COC(=O)[C@@H]1C[C@@]2(O)[C@H](O)[C@H](O)[C@H](O)C[C@H]2N1Cc1ccc(-c2ccccc2)cc1
5) O=C(O)c1cc2ccccc2cc1Nc1ccccc1
Assay by compound	1	2	3	4	5
KKLEB cytotox	2	14	-1	15	-4
TWEAK-Fn14 inh	13	3	14	0	6
TROY NFkB inh	-12	10	-13	-1	-2
NCOA1 inh	-39	-10	8	-1	-1
TRAIL sens C8	3	-4	-9	6	-8
NCOA3 inh	-14	2	22	7	10
COUP-TFII inh	x	32	12	6	15
EBV LMP1 NFkB	-4	-3	-2	7	2
CF NFkB inh	-29	0	0	-21	-8
LRH-1 inv ag	6	4	-13	7	-11
Shn3 inh set2	-10	0	1	-1	10

This part in full, previewed entries included:
1) O=S(=O)(Cc1ccccc1)N=Nc1c(O)[nH]c2ccc(Br)cc12
2) Cc1ccc(C(=O)OCC(=O)Nc2ncc(C(F)(F)F)cc2Cl)cc1NC(=O)c1ccco1
3) Cc1ccc(N(CC(=O)Nc2ccc(F)cc2)S(=O)(=O)N2CCCC2)cc1
4) COC(=O)[C@@H]1C[C@@]2(O)[C@H](O)[C@H](O)[C@H](O)C[C@H]2N1Cc1ccc(-c2ccccc2)cc1
5) O=C(O)c1cc2ccccc2cc1Nc1ccccc1
6) c1coc(Cn2c(-c3ccco3)nc3ccccc32)c1
7) O=C(CSc1ncccn1)NCc1ccccc1
8) COc1ccc(Cc2nnc(Nc3ccc(C)cc3)o2)cc1OC
Assay by compound	1	2	3	4	5	6	7	8
KKLEB cytotox	2	14	-1	15	-4	-14	-4	-4
TWEAK-Fn14 inh	13	3	14	0	6	19	7	-14
TROY NFkB inh	-12	10	-13	-1	-2	-29	-28	-3
NCOA1 inh	-39	-10	8	-1	-1	-18	-72	-1
TRAIL sens C8	3	-4	-9	6	-8	7	-16	5
NCOA3 inh	-14	2	22	7	10	-27	-17	9
COUP-TFII inh	x	32	12	6	15	2	-18	7
EBV LMP1 NFkB	-4	-3	-2	7	2	5	-13	14
CF NFkB inh	-29	0	0	-21	-8	14	-1	4
LRH-1 inv ag	6	4	-13	7	-11	-50	-28	8
Shn3 inh set2	-10	0	1	-1	10	-25	-7	11

As entered above:
CF NFkB inh result of compound 7 → -1
TWEAK-Fn14 inh result of compound 1 → 13
EBV LMP1 NFkB result of compound 2 → -3
Shn3 inh set2 result of compound 8 → 11

(further entries)
9) O=C(c1ccc(Br)cc1)N1CCCC(c2nc(-c3cccs3)no2)C1 (stereo unspecified)
10) CC(=O)N1CCCc2cc(S(=O)(=O)NCCC3=CCCCC3)ccc21
11) Fc1ccc(Cn2cc(C(=S)N3CCOCC3)c3ccccc32)cc1
12) COC(=O)CCc1c(C)c(C(=O)c2ccco2)c2ccccn12
13) Cn1c(SCc2nnc(-c3ccccc3)o2)nc2ccccc21
14) O=C(c1cccc(S(=O)(=O)N2CCN(c3ccc(F)cc3)CC2)c1)N1CCN(c2ccccc2O)CC1
15) CC(OC(=O)CC1CCCCC1)C(=O)Nc1ccc(F)cc1 (stereo unspecified)
16) Cc1cc(SC#N)cc(C)c1NC(=O)CCl
Assay by compound	9	10	11	12	13	14	15	16
KKLEB cytotox	0	10	-10	-7	-8	10	7	-31
TWEAK-Fn14 inh	13	21	-2	9	0	21	4	9
TROY NFkB inh	6	9	10	8	-35	6	10	-21
NCOA1 inh	-19	-11	-4	-17	8	7	-5	-7
TRAIL sens C8	-1	-1	-27	10	3	9	7	26
NCOA3 inh	3	14	13	2	-4	-1	-6	-7
COUP-TFII inh	6	15	-1	0	-10	9	-9	-11
EBV LMP1 NFkB	1	-7	1	2	0	12	-6	-17
CF NFkB inh	-4	0	13	-11	13	11	-4	49
LRH-1 inv ag	2	19	0	-7	-16	-1	14	44
Shn3 inh set2	20	25	9	0	-3	35	40	-3

17) COc1ccc(S(=O)(=O)N2CCC(N3CCN(Cc4ccccc4)CC3)CC2)cc1
18) CCn1cc(C(=O)N2CCCC2)c(=O)c2cc(S(=O)(=O)N(C)C)ccc21
19) COc1cccc(NC(=O)CSc2nc3c(c(=O)n2C)SC(C)C3)c1 (stereo unspecified)
20) CC1CCCCN1C(=O)CSc1nnc(Cc2ccccc2)n1C (stereo unspecified)
21) CC[n+]1c(/C=C2/C=C(C)CC(C)(C)C2)sc2ccc(OC)cc21
22) CCOC(=O)Cc1c[nH]c2ccc([N+](=O)[O-])cc12
23) CCN(CC)S(=O)(=O)c1ccc(NC(=O)CN(c2ccc(OC)cc2OC)S(C)(=O)=O)cc1
24) CS(=O)(=O)Nc1ccc(-c2cnc3cccnn23)cc1
Assay by compound	17	18	19	20	21	22	23	24
KKLEB cytotox	-6	-7	7	-1	-2	6	-2	-1
TWEAK-Fn14 inh	-19	7	4	-9	33	-4	-4	65*
TROY NFkB inh	-3	1	5	7	-5	-27	4	24
NCOA1 inh	-47	-1	6	3	-6	-9	-4	38
TRAIL sens C8	1	3	9	-9	3	-24	-7	7
NCOA3 inh	13	9	-5	-180	11	11	12	55
COUP-TFII inh	6	2	-1	12	26	-16	11	27
EBV LMP1 NFkB	15	7	2	-5	7	1	12	x
CF NFkB inh	-1	34	-21	4	4	-23	-9	60*
LRH-1 inv ag	3	-9	9	7	5	-1	-1	23
Shn3 inh set2	12	8	13	9	u	-24	-26	1

25) Cc1ccc2[nH]c(=O)c(COC(=O)C3CCCO3)cc2c1 (stereo unspecified)
26) O=C(CCN1CCOCC1)NC12CC3CC(CC(C3)C1)C2
27) Cc1cc([N+](=O)[O-])nn1Cc1ccc(C(=O)N/N=C/c2ccc(N(C)C)cc2)cc1
28) C[C@H](CO)N1C[C@H](C)[C@H](CN(C)C(=O)Nc2ccc(C(C)(C)C)cc2)OCc2cnnn2CCCC1=O
29) COc1ccc(C(=O)OCCN=C2NS(=O)(=O)c3ccccc32)cc1OC
30) Fc1c(CSC(=S)N2CCOCC2)cccc1CSC(=S)N1CCOCC1
31) C/C(=N/N1CCN(Cc2cccc3ccccc23)CC1)c1cccnc1
32) CC[C@H](C)[C@@H](CN[C@H](CCCCNC)CNC)NCC1CCCC1
Assay by compound	25	26	27	28	29	30	31	32
KKLEB cytotox	-9	4	0	-6	10	3	2	2
TWEAK-Fn14 inh	-9	6	-4	3	4	-24	-2	-1
TROY NFkB inh	-5	10	23	-9	-23	14	-1	-3
NCOA1 inh	6	4	-12	0	-11	9	4	-1
TRAIL sens C8	-6	7	0	-17	-14	8	7	5
NCOA3 inh	-4	14	9	-2	21	11	13	-28
COUP-TFII inh	-30	10	-1	2	5	16	5	-11
EBV LMP1 NFkB	0	4	-4	-5	2	7	2	-4
CF NFkB inh	17	-18	0	11	1	-8	2	0
LRH-1 inv ag	-4	-5	4	-21	-8	13	47	0
Shn3 inh set2	-6	-6	8	2	-18	20	22	4

33) O=C(CCN1C(=O)c2ccccc2C1=O)N1CCC(c2ccccc2)C1 (stereo unspecified)
34) Cc1ccc(/C=N/NC(=O)C[n+]2ccccc2)s1
35) O=S(=O)(c1ccc(Oc2ccccc2)cc1)N1CCOCC1
36) CCO[C@@H]1OC(C(=O)Nc2ccccc2)=C[C@H](c2coc3ccccc3c2=O)[C@H]1CCCO
37) CC(=O)N1CCc2c(sc(NC(=O)c3ccc(S(=O)(=O)N(C)C)cc3)c2C#N)C1
38) O=C(C1=C(O)C(=O)N(c2ncccn2)C1c1cccs1)c1ccco1 (stereo unspecified)
39) Clc1cccc(CN2CCc3c([nH]c4ccccc34)C2)c1
40) O=C1c2ccccc2C(=O)N1CCC1(O)C(c2ccccc2)=Nc2ccccc21 (stereo unspecified)
Assay by compound	33	34	35	36	37	38	39	40
KKLEB cytotox	-1	2	3	-7	-11	16	-26	-7
TWEAK-Fn14 inh	-4	-5	-2	-75	2	18	13	-13
TROY NFkB inh	-38	-15	-22	-48	-12	-11	2	-42
NCOA1 inh	-59	-9	10	-4	8	3	3	-37
TRAIL sens C8	-5	11	-7	1	6	-6	20	-10
NCOA3 inh	-5	16	3	-21	3	-6	-10	-40
COUP-TFII inh	-5	7	-2	-6	-5	-19	20	-7
EBV LMP1 NFkB	-4	0	-7	-12	-1	1	12	0
CF NFkB inh	1	13	-2	10	-3	6	-10	-6
LRH-1 inv ag	-21	3	-5	-16	36	29	7	-16
Shn3 inh set2	-23	0	-5	-47	-9	-12	1	-19

41) O=C(CC(Nc1ccccc1Cl)C(=O)OCC(=O)c1cccs1)c1ccccc1 (stereo unspecified)
42) CCOC(=O)C(CC)Sc1ccc2nnc(-c3cccnc3)n2n1 (stereo unspecified)
43) COc1ccc(C2CC(c3ccccc3)=NN2C(=O)COC(=O)c2cnc(Cl)c(Cl)c2)cc1 (stereo unspecified)
44) CC(C)CC(C(=O)NCc1ccccn1)N1C(=O)c2ccccc2C1=O (stereo unspecified)
45) COc1cccc(C(=O)Oc2cc3c4c(c2)C(C)=CC(C)(C)N4C(=O)C3=O)c1
46) CS(=O)(=O)N(Cc1ccc(Cl)cc1)c1ccc(C(=O)NCCC2=CCCCC2)cc1
47) C#CCN1C(=O)S/C(=C\c2ccc(-c3ccc(Cl)c(C(=O)O)c3)o2)C1=O
48) COc1ccc(-c2cc(C(=O)N3CCN(S(=O)(=O)c4ccccc4)CC3)[nH]n2)cc1
49) O=C(O)CCc1ccc(-c2ccccc2)n1-c1cccc(C(=O)O)c1
50) Cc1ccc(C)c(NC(=O)c2ccc(S(=O)(=O)N(C)CC3CCCO3)cc2)c1 (stereo unspecified)
51) CCn1cc(C(=O)Nc2ccc(Cl)cc2Cl)cn1
Assay by compound	41	42	43	44	45	46	47	48	49	50	51
KKLEB cytotox	3	3	-7	-2	-13	-27	-1	20	10	-10	-5
TWEAK-Fn14 inh	70*	-7	-71	-27	32	12	-13	-6	2	-11	-17
TROY NFkB inh	71*	1	-45	-29	19	10	-40	2	-52	4	-52
NCOA1 inh	-52	7	-14	3	22	3	-32	-19	-56	11	-10
TRAIL sens C8	14	-6	-3	-18	1	8	11	13	-33	6	-6
NCOA3 inh	-23	17	9	-6	29	4	-36	-5	-24	16	-6
COUP-TFII inh	2	-8	-14	16	31	-3	-34	1	-15	19	-21
EBV LMP1 NFkB	-24	-3	8	2	17	8	-16	-8	-9	4	-5
CF NFkB inh	3	10	13	4	43	-14	12	4	-10	32	-13
LRH-1 inv ag	-5	3	14	-22	-4	-2	-29	-37	-60	24	-7
Shn3 inh set2	-21	-3	-1	15	19	21	-26	-12	-35	16	-18
